# PI4K2A inh – PI4K2A (human) kinase inhibition | purified PI4K2A, ADP-Glo luminescence, 1 h; hits give low values | activity change, negative = inhibition, % at 76.9 µM | 420,000 tested, 0.13% active; in the data active = activity change below about -50%; inconclusive = mostly about -30% to -49%;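 note: -100% = wells without enzyme as full effect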
#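 PI4K2A activity was measured by ADP-Glo luminescence: enzyme (4 ug/mL stock) and phosphatidylinositol (1.2 mM stock) in Tris pH 7.5/MgCl2/EGTA/Triton X-100 buffer were reacted with ATP (300 microM stock) for one hour at ambient temperature.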
# USP1 inh – USP1/UAF1 (human) deubiquitinase inhibition | 390,000 tested, 0.23% active | O94782 | recombinant USP1/UAF1, Ub-Rhodamine cleavage fluorescence | Potency, µM (series often up to 57.1 µM), for the others: top-dose activity change, negative = inhibition, actives largely listed as inhibitors | AID 743255; note: potency is the fitted concentration of half-maximal effect; % is set by controls: 0 for no effect and ±100 for the full control effect; nearly all actives have a fitted effect of over 60% in size; inactives centre near -12
#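 USP1/UAF1 complex at 1 nM was preincubated with compound for 15 min at room temperature, then Ub-Rho substrate (150nM final) was added. Fluorescence (480/540 nm) was read kinetically, 6 reads every 60 seconds.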
# Vif-APOBEC3F blk – inhibitors of Vif-A3F interaction; HeLa A3F-eYFP + Vif (tagged APOBEC3F with the HIV-1 protein that degrades it), YFP fluorescence increase; 390,000 tested, 0.2% active; AID 602313; Potency, µM (top dose mostly 46.1 µM), for inactives: at the top dose activity, negative = active; note: potency is the fitted concentration of half-maximal effect; % of control where 0% means no effect; nearly all actives have a fitted effect of over 65% in size
#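 Fluorescence increase (Ex 488/Em 500-530) after overnight compound treatment at 37 deg C flags inhibition of Vif-driven A3F-eYFP loss in stable HeLa A3F-eYFP/Vif cells seeded overnight beforehand.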
# mIDH1 inhibitor – blocks human mutant IDH1 R132H enzyme; O75874; 390,000 tested, 0.093% active; AID 602179; IDH1-R132H enzyme, NADPH consumption, diaphorase/resazurin fluorescence; Potency, µM (series often up to 76.6 µM), inactives show at the highest dose activity change, negative = inhibition, most hits filed as inhibitors; note: potency is the fitted concentration of half-maximal effect; % is set by controls: 0 for no effect and ±100 for the full control effect; nearly all actives have a fitted effect of over 65% in size
#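 IDH1-R132H (0.5 ug/mL dispensed) in pH 7.5 Tris buffer was preincubated 30 min with compound, then given a substrate mix of 0.016 mM NADPH and 2 mM alpha-KG for 80 min at room temperature; remaining NADPH was read by diaphorase/resazurin fluorescence.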
# TrxR1 substrate – substrates of rat thioredoxin reductase 1; O89049; purified TrxR1 substrate turnover, NADPH consumption readout; Potency, µM (series often up to 114 µM), inactives show at the top dose activity change, negative = substrate turnover; 390,000 tested, 0.01% active; note: potency is the fitted concentration of half-maximal effect; % is set by controls: 0 for no effect and ±100 for the full control effect; nearly all actives have a fitted effect of over 50% in size
#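 Rat TrxR1, dispensed at 90 nM, was prereduced with 400 uM NADPH (final) for 5 min at ~22 deg C, then incubated with compound 15 min before 400 uM selenite. A first-read NADPH fluorescence drop versus no-compound background flagged substrates.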
# Vif-APOBEC3G blk – Vif-A3G binding inhibition. Q9HC16. HeLa A3G-eYFP + Vif (tagged APOBEC3G with the HIV-1 protein that degrades it), YFP fluorescence, overnight. Potency, µM (doses to about 46.1 µM), for the others: at the top dose activity, negative = active, usual class: inhibitors. 410,000 tested, 0.076% active;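 note: potency is the fitted concentration of half-maximal effect; % is set by controls: 0 for no effect and ±100 for the full control effect; nearly all actives have a fitted effect of over 60% in size; hits raise eYFP signal because A3G escapes Vif-driven loss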
#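 Read-out is eYFP fluorescence (Ex 488/Em 500-530) from Vif-expressing HeLa A3G-eYFP cells; more signal means A3G escaped Vif-mediated degradation. Cells plated overnight, compound pinned in, incubated overnight at 37 deg C.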
# RXFP1 ag – activates the human relaxin receptor RXFP1. Potency, µM (highest dose often 57.5 µM), for inactives: top-dose activation, hits mostly activators. HEK293T-RXFP1 cAMP TR-FRET, 30 min; response scale: percent of porcine relaxin response, buffer zero. Q9HBX9. 370,000 tested, 0.3% active; note: potency is the fitted concentration of half-maximal effect; % is set by controls: 0 for no effect and ±100 for the full control effect; nearly all actives have a fitted effect of over 60% in size; many of its hits are not listed in these tables
# Target sequence (Q9HBX9 whole entry, looked up): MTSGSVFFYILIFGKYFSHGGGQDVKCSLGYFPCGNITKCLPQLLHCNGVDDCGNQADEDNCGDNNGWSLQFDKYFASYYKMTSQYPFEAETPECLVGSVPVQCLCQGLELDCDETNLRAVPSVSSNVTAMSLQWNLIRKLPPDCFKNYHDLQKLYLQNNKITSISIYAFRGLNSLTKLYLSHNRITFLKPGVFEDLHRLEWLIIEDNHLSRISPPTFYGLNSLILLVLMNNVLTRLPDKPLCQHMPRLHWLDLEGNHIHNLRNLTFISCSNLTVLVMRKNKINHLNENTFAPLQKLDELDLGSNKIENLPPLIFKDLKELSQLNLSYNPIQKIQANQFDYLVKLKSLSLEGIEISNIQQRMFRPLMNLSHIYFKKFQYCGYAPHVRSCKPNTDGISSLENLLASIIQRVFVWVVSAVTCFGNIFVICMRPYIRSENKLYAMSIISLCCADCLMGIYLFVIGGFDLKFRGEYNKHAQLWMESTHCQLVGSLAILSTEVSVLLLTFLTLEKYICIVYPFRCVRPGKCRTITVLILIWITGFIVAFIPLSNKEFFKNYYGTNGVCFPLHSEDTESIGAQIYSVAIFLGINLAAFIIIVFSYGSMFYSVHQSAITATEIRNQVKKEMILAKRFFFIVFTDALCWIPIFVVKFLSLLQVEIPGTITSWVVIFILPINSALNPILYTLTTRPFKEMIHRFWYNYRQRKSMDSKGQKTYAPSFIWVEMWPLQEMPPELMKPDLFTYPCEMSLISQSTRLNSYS
#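 Agonist response is measured as cAMP accumulation in an RXFP1-transfected HEK293T line under PDE4 inhibition. Values are scaled between buffer-only and 29 nM porcine relaxin, and EC50s come from standard Hill equation fits.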
# GRP78 ERSR act – inducers of ER stress response in human glioma cells; AID 602332; U87-MG GRP78 promoter luciferase reporter, 16 h; Potency, µM, without a hit: at the highest dose activation, usual class: activators; 420,000 tested, 0.02% active; note: potency is the fitted concentration of half-maximal effect; series mostly up to about 76 µM; % of control where 0% means no effect; nearly all actives have a fitted effect of over 35% in size
#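 Stably transfected U87-MG glioma cells carrying a GRP78-based luciferase sensor; 16 h compound incubation. Luminescence end-point read 10 min after Bright-Glo addition at room temperature.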
# LDHA block – inhibitors of human lactate dehydrogenase A. P00338. purified LDHA, NADH/diaphorase-resazurin fluorescence; hits give low values. activity change, % (values are at about 110 or 230 µM). 480,000 tested, 0.15% active; in the data active = activity change below about -30%; inconclusive = mostly about -25% to -30%;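 note: plate controls were DMSO wells for no effect and wells without enzyme for full effect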
#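 LDH5 2 nM; NADH 0.06 mM, pyruvate 0.2 mM; 200 mM Tris pH 7.4, EDTA, Tween-20; 5 min RT. Detection: diaphorase 0.133 mg/mL + resazurin 37 µM, fluorescence ex540/em590 at 0 and 20 min; normalized to enzyme-free and DMSO wells.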
# * hit, by the source's call; ? = inconclusive; nt = not tested or not shown; & = joins results of further samples; [ ] = remark or other dose. Unless noted, calls come from the whole dose curve; as a rule, active = well fitted curve in the direction sought with a large enough effect; inconclusive = small, poorly fitted or top-dose-only effect, or another doubt; inactive = no such curve, though single readings can be large; an effect the other way counts as inactive or inconclusive. These rows are one share of the data (hit frequency here may not be typical).
# Fields – PI4K2A inh, USP1 inh, Vif-APOBEC3F blk, mIDH1 inhibitor, TrxR1 substrate, Vif-APOBEC3G blk, RXFP1 ag, GRP78 ERSR act, LDHA block
- Cc1ccc(S(=O)(=O)NCCC(=O)NC2CCCCC2C)cc1 (centres undefined)
  0, -8%, -4%, 18%, 3%, -5%, -1.5%, -5%, 0
- CCNC(=O)/C(=C/c1ccc2c(c1)OCO2)NC(=O)c1ccc(Br)cc1
  -15, -22%, 3%, -1%, -5%, -5%, -0.8%, -3%, 0
- O=[N+]([O-])/C(C(Cl)=C(Cl)Cl)=C(\Sc1ccccc1)N1CCCCC1
  -9, -1%, 4%, -9%, -8%, 1%, -0.6%, -2%, -9
- CCCN(CC(=O)Nc1ccccc1C)C(=O)Cc1cccs1
  -3, -6%, 3%, -2%, 0%, -1%, -1.0%, -3%, -10
- CCC(=O)N1CCN(C(C)=O)C1c1ccccc1 (centres undefined)
  5, -21%, nt, 9%, 2%, 0%, -0.5%, 0%, -4
- CCN(CC)c1ccc(NC(=S)NC(=O)c2ccco2)cc1
  4, -10%, ?, 3%, -4%[57.1 µM], 0%, 0.2%, 0%, 10
- COc1ccc(NC(=O)CN(C)C(=O)C2CSC3(C)CCC(=O)N23)cc1 (centres undefined)
  3, -25%, -5%, -8%, 1%, 2%, 3.7%, -2%, -2
- COc1ccc(-c2ccc(/C=C(\NC(=O)c3ccccc3)C(=O)N3CCOCC3)o2)cc1
  0, -7%, -2%, 7%, -14%, -3%, 7.3%, -2%, -4
- COc1ccccc1-c1cc(C(=O)NCc2ccc(Cl)cc2)no1
  -1, -18%, -9%, 2%, 145%[activator], -9%, 0.1%, -2%, 4
- O=C(OCCN1C(=O)c2ccccc2C1=O)Oc1ccccc1
  2, -2%, 6%, 8%, 7%, 3%, -1.2%, -2%, -3
- O=C(NCC(=O)N1CCN(Cc2ccccc2)CC1)c1ccc(Br)o1
  -6, -17%, 1%, 4%, -1%, 2%, 0.8%, 1%, 0
- Cn1c(SCc2cc(=O)[nH]c(C(C)(C)C)n2)nnc1C(F)(F)F
  -1, -16%, 1%, 1%, 0%, 0%, -0.1%, -2%, -8
- COCc1cc(=O)n2[nH]c(C)c(-c3ccccc3)c2n1
  2, -3%, -1%, 5%, 22%[57.1 µM], 0%, 2.0%, -5%, 4
- COc1ccc(C)cc1NC(=O)c1cccc(C(=O)Nc2cc(C)ccc2OC)n1
  2, -10%, -4%, 1%, -3%, 1%, 3.4%, -3%, -6
- CCC(=O)NC1(C(F)(F)F)C(=O)NC(C)=C1C#N (centres undefined)
  0, -13%, 4%, 8%, 16%[57.1 µM], 2%, 0.5%, -4%, 4&-9
- O=C(Cc1ccc(Cl)cc1)Nc1ncc([N+](=O)[O-])s1
  0, -6%, -4%, 8%, -4%, -2%, -0.6%, 1%, -2
- Fc1ccc(Nc2nc(SCc3ccccc3F)nc3ccccc23)cc1
  3, -12%, ?, 4%, -2%[57.1 µM], ?, 1.5%, -3%, 1
- Cc1csc(NC(=O)/C=C/c2ccco2)n1
  1, -6%, -19%, 4%, -13%, -23%, 0.4%, -5%, -2
- CSc1cccc(NC(=O)C2CCN(S(=O)(=O)c3ccc4c(c3)CCCN4C(=O)C3CCC3)CC2)c1
  -1, ?, 3%, 4%, 2%[57.1 µM], -1%, -0.6%, -1%, -8
- CC1(c2ccccc2Cl)NC(=O)N(CC(=O)N2CCc3ccccc32)C1=O (centres undefined)
  0, ?, -11%, 5%, 12%[57.1 µM], -2%, nt, -4%, -12
- Cc1noc(C)c1CSc1nnc2ccc3ccccc3n12
  -3, -5%, -5%, 8%, -6%, -1%, 6.6%, -5%, -1
- CC(=O)N1CCN(C(C)=O)C1c1ccccc1
  2, -14%, -7%, 0%, -10%, 4%, 1.7%, -4%, -4
- CC1CCN(S(=O)(=O)c2ccc(C(=O)N3CCCC(C(F)(F)F)C3)cc2)CC1 (centres undefined)
  -6, 2%, -9%, -11%, -12%[57.1 µM], -1%, -0.6%, -1%, -8
- O=C1NC(NS(=O)(=O)c2ccc(Cl)cc2)(C(F)(F)F)C(=O)N1c1ccccc1 (centres undefined)
  2, -11%, -16%, 3%, -8%, 0%, 2.4%, -3%, -9
- COc1cc(Cl)c(CNC[C@H]2O[C@@H](n3ccc(=O)[nH]c3=O)[C@H](O)[C@@H]2O)c(Cl)c1O
  -2, -7%, -4%, -3%, 9%, -1%, nt, -1%, 4
- Cc1ccc2c(CN3CCN(C(=O)c4ccco4)CC3)cc(=O)oc2c1C
  -4, -19%, 4%, 2%, 0%, -7%, 4.2%, -2%, 4&-1
- Cc1ccc(C(=O)c2coc3ccc(O)c(CN4CCN(C)CC4)c23)cc1
  0, -8%, 6%, 0%, 6%, 0%, 1.3%, 6%, -1
- COc1ccc(COc2cc(-c3cccc(OC)c3)nc3ccc(NC(=O)C(C)C)cc23)cc1
  -2, ?, -15%, -11%, 19%, ?, -0.3%, 1%, -3
- CCN(c1ccccc1)S(=O)(=O)c1cccc(C(=O)NCC(c2ccc(OC)cc2)N2CCCCC2)c1 (centres undefined)
  -3, -30%, -3%, 1%, nt, 0%, nt, -4%, -4
- COc1ccc(NC(=O)/C(C#N)=C/c2ccc[nH]2)c(OC)c1
  -4, -11%, -15%, 3%, 3%, -16%, 2.6%, -3%, -4
- [N-]=[N+]=NCCN1CCN(CCc2ccccc2)CCC1=O
  1, ?, 3%, -9%, 7%[57.1 µM], -7%, 0.7%, ?, 2
- COc1ccccc1CNC(=O)c1ccc(-c2ccccc2C(F)(F)F)o1
  4, -27%, 2%, 6%, -2%, -1%, 3.5%, -1%, 0
- O=S(=O)(c1cccs1)N1CCN(c2ccnc3cc(Cl)ccc23)CC1
  0, -14%, 7%, 6%, -2%[57.1 µM], -10%, 0.8%, -6%, -1
- O=C(c1ccc(S(=O)(=O)Nc2ccc(F)cc2)cc1)N1CCN(c2ccccn2)CC1
  1, -2%, -17%, 3%, -5%[57.1 µM], -3%, 0.1%, -1%, -5
- Cc1ccc(C(=O)COC(=O)CNC(=O)c2ccco2)cc1
  -3, -8%, -1%, 3%, -5%, 2%, 0.4%, -3%, 0
- Cc1ccc(C)c(NC(=O)c2cc(S(=O)(=O)NCc3ccccc3)ccc2F)c1
  -10, -19%, -26%, -7%, -14%[57.1 µM], 3%, -2.8%, -5%, -6
- Cn1c(=O)c2c(nc(SCC(=O)N3CCOCC3)n2C)n(C)c1=O
  -3, -8%, -3%, 11%, 3%, 1%, ?, 4%, -1&-4
- COc1ccc(S(=O)(=O)N2CCOCC2)cc1NC(=O)CN1C(=O)NC2(CCCC2)C1=O
  0, -22%, 7%, 10%, -1%, 2%, -1.2%, -5%, -2
- Cc1noc(Cn2c(=O)c3ccccc3n(CC(=O)Nc3ccc(F)cc3F)c2=O)n1
  -5, 2%, -3%, 14%, 3%, -2%, 0.7%, -3%, 2
- CCN(CC(=O)Nc1c(F)cccc1F)C(=O)CSc1ccccc1
  4, -9%, ?, 1%, 1%, 0%, 0.1%, -2%, -7
- Cc1ccc(OC(=O)c2ccc(S(=O)(=O)N(C)C)cc2)c(-n2nc3ccccc3n2)c1
  -4, 2%, -5%, -4%, -8%, 0%, -0.6%, 7%, -7
- CCOc1cc(N2CCOCC2)c(OCC)cc1NC(=O)CN1C(=O)NC(CC)(c2ccc(F)cc2)C1=O (centres undefined)
  3, 2%, 1%, 9%, -9%, 2%, nt, 2%, 16
- O=[N+]([O-])c1cc(S(=O)(=O)Nc2ccccc2)ccc1N1CCN(c2ccc(O)cc2)CC1
  -4, -20%, -1%, 1%, -8%, 0%, -0.5%, -2%, 2
- CC1(C)C(C=C(Cl)Cl)C1C(=O)OCc1cccc(Oc2ccccc2)c1 (centres undefined)
  -2, -25%, 2%, 5%, 6%, 3%, -0.2%, -3%&-2%, -7
- O=C(NNC(=O)c1ccc[nH]1)Nc1cc(Cl)cc(Cl)c1
  3, -15%, -2%, -8%, 2%, 2%, 0.0%, 1%, 0
- O=c1ccccn1Cc1c(F)cccc1Cl
  -17, -22%, -5%, 7%, -11%, 4%, 0.7%, -4%, 1
- Cc1ccccc1NC(=S)NC(NC(=O)c1ccccc1C)C(Cl)(Cl)Cl (centres undefined)
  5, -11%, -2%, -4%, -3%[57.1 µM], 3%, -4.7%, 0%, -1
- Cc1ccc(-c2cc(C(=O)N3CCN(C(=O)c4ccco4)CC3)[nH]n2)cc1C
  -3, -15%, -1%, 2%, 4%, 7%, 5.7%, -1%, -2
- COc1cc(CN2CCCC(C(=O)c3ccc(C(C)(C)C)cc3)C2)cc(OC)c1O (centres undefined)
  -1, -10%, -12%, 9%, 3%, -1%, -1.7%, -3%, 6
- Cc1c(C(=O)NCc2ccc(F)cc2)sc2nc3n(c(=O)c12)CCC3
  -4, 1%, 7%, 11%, -5%, 1%, 6.7%, -1%, -6
- COC(=O)CCC(=O)N1CCCC(CO)(Cc2ccccc2)C1 (centres undefined)
  -2, -19%, 0%, 0%, 1%, 0%, -0.6%, 7%, -1
- Cc1ccc(-c2nc3ccccc3n3nnnc23)cc1
  1, -5%, -12%, 0%, 23%, -2%, 9.3%, 2%, -1

# Source: PubChem (National Center for Advancing Translational Sciences (NCATS))
